Mtb BioA inh = M. tuberculosis BioA enzyme inhibitors, primary screen, biochemical, plate reader, single point, HTS. 0.096% of 360,000 active. purified M. tuberculosis BioA enzyme. inhibition, % at 9.99 µM. 7,8-diaminopelargonic acid synthase BioA (Mycobacterium tuberculosis); in the data active means inhibition above about 40%
* hit, by the source's call. These rows are one share of the data; count on the stated rates, not on these rows.

SMILES | Mtb BioA inh
CO[C@@H]1CN(C)C(=O)c2ccc(NC(=O)c3ccccn3)cc2OC[C@@H](C)N(C(=O)C2CC2)C[C@H]1C | 0.4
O=C(O)[C@H]1[C@H](CO)[C@H]2Cn3c(ccc(-c4cncnc4)c3=O)[C@H]2N1C(=O)C1CCCCC1 | -1.5
Cc1ccc(S(=O)(=O)N(C)C[C@@H]2Oc3ncc(C#CCN(C)C)cc3C(=O)N([C@H](C)CO)C[C@@H]2C)cc1 | -2.3
C[C@@H]1CN([C@H](C)CO)C(=O)c2cc(C3=CCCC3)cnc2O[C@@H]1CN(C)C(=O)Nc1ccccc1 | -0.4
O=C(C[C@@H]1C=C[C@H](NC(=O)C2CCC2)[C@H](CO)O1)NC1CCCCC1 | -3.2
C[C@@H]1CN([C@@H](C)CO)C(=O)c2cc(-c3ccncc3)cnc2O[C@@H]1CN(C)C(=O)Cc1cccnc1 | -2.2
C[C@H]1CN([C@@H](C)CO)C(=O)c2cc(C#CCN(C)C)cnc2O[C@@H]1CN(C)C(=O)NC1CCCC1 | -2.2
C[C@H]1CN([C@@H](C)CO)C(=O)CCCn2cc(nn2)CO[C@@H]1CN(C)Cc1ccc2c(c1)OCO2 | -1.9
O=C(c1ccc(F)cc1)N(CC1CCC1)C[C@H]1N[C@@H](CO)[C@H]1c1ccccc1 | -1.3
Cc1cccc(-c2ccc([C@@H]3[C@@H](CO)N4CCCCN(CCC(F)(F)F)C[C@@H]34)cc2)c1 | -2.3
Cc1noc(C)c1NC(=O)N(C)C[C@@H]1Oc2ccc(NS(C)(=O)=O)cc2C(=O)N([C@@H](C)CO)C[C@H]1C | -1.8
C[C@@H]1CN([C@H](C)CO)C(=O)Cc2cc(NC(=O)CCC(F)(F)F)ccc2O[C@H]1CN(C)S(=O)(=O)c1cn(C)cn1 | -1.6
COc1ccc(NC(=O)N2C[C@H](O)COC[C@H]3O[C@H](CC(=O)N4CCCCC4)CC[C@@H]32)cc1 | -0.4
CNC[C@@H]1Oc2cc(C#CCC(C)C)ccc2S(=O)(=O)N([C@@H](C)CO)C[C@H]1C | 0.1
C[C@@H]1CN([C@@H](C)CO)C(=O)c2cccc(NC(=O)C3CCOCC3)c2O[C@H]1CN(C)C | 1.6
O=C([C@@H]1[C@@H](CO)[C@@H]2Cn3c(cccc3=O)[C@H]1N2S(=O)(=O)c1ccccc1F)N1CCCCC1 | 1.3
O=C([C@@H]1[C@@H](CO)[C@@H]2Cn3c(ccc(-c4ccncc4)c3=O)[C@H]1N2CCC(F)(F)F)N1CCCCC1 | -0.4
COc1ccc(S(=O)(=O)N2C[C@H](O)COC[C@@H]3O[C@H](CC(=O)N[C@H]4CCN(Cc5ccccc5)C4)CC[C@H]32)cc1 | 1.2
CN1c2ccc(Br)cc2[C@@H]2[C@@H](CCN2C(=O)CN2CCOCC2)[C@H]1CO | 5.8
CC(=O)N1C[C@@H]2[C@H](c3ccccc31)[C@H](CO)N2S(=O)(=O)c1ccccc1 | 0.6
CC(C)C#Cc1cnc2c(c1)C(=O)N([C@H](C)CO)C[C@H](C)[C@@H](CN(C)C(=O)CC1CC1)O2 | -4.6
CO[C@H]1CN(C)C(=O)c2cc(NC(C)=O)ccc2OC[C@H](C)N(CC2CC2)C[C@H]1C | 0.5
CC=Cc1ccc2n(c1=O)C[C@H]1[C@H](CO)[C@@H](C(=O)NCc3ccc(F)cc3)N(C)[C@@H]21 (mixture of isomers) | 5.2
COc1ccccc1-c1cn(CC[C@@H]2CC[C@@H](NC(=O)c3ccccc3F)[C@@H](CO)O2)nn1 | 0.1
O=C(N[C@@H]1CC[C@H](CC(=O)N2CCc3ccccc3C2)O[C@H]1CO)C1CCOCC1 | 6.6

A different layout for part of the listing above:
| compound | Mtb BioA inh |
| --- | --- |
| CC(C)C#Cc1cnc2c(c1)C(=O)N([C@H](C)CO)C[C@H](C)[C@@H](CN(C)C(=O)CC1CC1)O2 | -4.6 |
| CC=Cc1ccc2n(c1=O)C[C@H]1[C@H](CO)[C@@H](C(=O)NCc3ccc(F)cc3)N(C)[C@@H]21 (mixture of isomers) | 5.2 |

Next section.
SMILES | Mtb BioA inh
C[C@@H]1CCCCO[C@@H](CN(C)C(=O)CCC(F)(F)F)[C@H](C)CN([C@@H](C)CO)C(=O)c2cc(NC(=O)NC3CCCCC3)ccc2O1 | 4.9
O=C(C[C@@H]1CC[C@H](NC(=O)C2CCC2)[C@H](CO)O1)Nc1nccs1 | 1.5
CCC(=O)Nc1ccc2c(c1)C(=O)N(C)[C@@H]1CC[C@H](CC(=O)NCCc3ccncc3)O[C@@H]1CO2 | 15
CO[C@H]1CN(C)C(=O)c2ccc(NS(=O)(=O)c3ccccc3F)cc2OC[C@@H](C)NC[C@H]1C | 0.7
C[C@@H]1CCCCO[C@H](CN(C)C(=O)Cc2ccccc2)[C@H](C)CN([C@@H](C)CO)C(=O)c2cc(NC(=O)Nc3cccc4ccccc34)ccc2O1 | -0.2
C[C@@H]1CN([C@H](C)CO)C(=O)c2cc(C#CC3CCCCC3)cnc2O[C@H]1CN(C)C(=O)C1CCCCC1 | 2.1
COc1ccc(NC(=O)N(C)C[C@H]2Oc3c(NC(=O)Nc4cccc5ccccc45)cccc3C(=O)N([C@@H](C)CO)C[C@@H]2C)cc1 | 0.1
C[C@H]1CN([C@@H](C)CO)C(=O)Cc2cc(NC(=O)CCC(F)(F)F)ccc2O[C@@H]1CN(C)Cc1ccc2c(c1)OCO2 | 5.3
COCC(=O)N(C)C[C@@H]1Oc2cc(C#CCC(C)C)ccc2S(=O)(=O)N([C@H](C)CO)C[C@H]1C | 1.4
CC(C)COC(=O)N(C)C[C@H]1OCc2ccccc2-c2c(n(C)c3ccccc23)C(=O)N([C@@H](C)CO)C[C@H]1C | 5.0
O=C(Nc1ccc2c(c1)[C@@H]1C[C@@H](CC(=O)N3CCOCC3)O[C@@H](CO)[C@@H]1O2)C1CCC1 | -0.9
O=C(NCC[C@H]1CC[C@H](NS(=O)(=O)c2cccc(F)c2)[C@@H](CO)O1)c1cnccn1 | 2.8
CC(C)CC#Cc1ccc([C@@H]2[C@H](CO)N3CCCCN(C(=O)c4ccc5c(c4)OCO5)C[C@@H]23)cc1 | -1.5
COc1ccc(S(=O)(=O)Nc2ccc3c(c2)CC(=O)N([C@H](C)CO)C[C@@H](C)[C@@H](CN(C)S(=O)(=O)c2ccc(F)cc2)O3)cc1 | -2.6
C/C=C/c1ccc([C@@H]2[C@@H](C#N)N(C(=O)CN3CCOCC3)[C@H]2CO)cc1 | 0.3
C[C@H](CO)N1C[C@H](C)[C@@H](CN(C)Cc2cccnc2)OCc2ccccc2-c2c(n(C)c3ccccc23)C1=O | 1.5
CO[C@@H]1CN(C)C(=O)c2ccc(NC(=O)c3ccc4c(c3)OCO4)cc2OC[C@H](C)NC[C@@H]1C | 0.2
COc1ccc(NC(=O)Nc2ccc3c(c2)CC(=O)N([C@@H](C)CO)C[C@H](C)[C@H](CN(C)S(C)(=O)=O)O3)cc1 | -1.7
CN(C)CCCNC(=O)C[C@H]1C=C[C@H](NS(=O)(=O)c2ccc(F)cc2)[C@@H](CO)O1 | -2.2
Cc1ccc(S(=O)(=O)N(C)C[C@H]2Oc3cc(C#CC4CCCC4)ccc3S(=O)(=O)N([C@@H](C)CO)C[C@H]2C)cc1 | -0.8
COc1ccc(S(=O)(=O)N(C)C[C@@H]2OCCCC[C@@H](C)Oc3ccc(NC(=O)Nc4ccc(C(F)(F)F)cc4)cc3C(=O)N([C@H](C)CO)C[C@H]2C)cc1 | 2.8
O=C(NCCCN1CCOCC1)[C@@H]1[C@@H](CO)[C@@H]2Cn3c(ccc(C4=CCCCC4)c3=O)[C@H]1N2 | -1.0
CCC(=O)Nc1ccc2c(c1)C(=O)N(C)[C@H]1CC[C@H](CC(=O)N3CCCCC3)O[C@H]1CO2 | -0.7
CC(=O)N(C)C[C@@H]1Oc2cc(C#Cc3cccc(F)c3)ccc2S(=O)(=O)N([C@H](C)CO)C[C@@H]1C | 3.0
CO[C@H]1CN(C)C(=O)c2cc(NC(=O)NC(C)C)ccc2OC[C@H](C)N(C(=O)NC(C)C)C[C@H]1C | -0.1

Filtered by structure, the entries above with a CF3 group
SMILES | Mtb BioA inh
Cc1cccc(-c2ccc([C@@H]3[C@@H](CO)N4CCCCN(CCC(F)(F)F)C[C@@H]34)cc2)c1 | -2.3
C[C@@H]1CN([C@H](C)CO)C(=O)Cc2cc(NC(=O)CCC(F)(F)F)ccc2O[C@H]1CN(C)S(=O)(=O)c1cn(C)cn1 | -1.6
O=C([C@@H]1[C@@H](CO)[C@@H]2Cn3c(ccc(-c4ccncc4)c3=O)[C@H]1N2CCC(F)(F)F)N1CCCCC1 | -0.4
C[C@@H]1CCCCO[C@@H](CN(C)C(=O)CCC(F)(F)F)[C@H](C)CN([C@@H](C)CO)C(=O)c2cc(NC(=O)NC3CCCCC3)ccc2O1 | 4.9
C[C@H]1CN([C@@H](C)CO)C(=O)Cc2cc(NC(=O)CCC(F)(F)F)ccc2O[C@@H]1CN(C)Cc1ccc2c(c1)OCO2 | 5.3
COc1ccc(S(=O)(=O)N(C)C[C@@H]2OCCCC[C@@H](C)Oc3ccc(NC(=O)Nc4ccc(C(F)(F)F)cc4)cc3C(=O)N([C@H](C)CO)C[C@H]2C)cc1 | 2.8

Later entries.
SMILES | Mtb BioA inh
CCS(=O)(=O)Nc1ccc2c(c1)C(=O)N(C)[C@H]1CC[C@@H](CC(=O)N3CCN(C)CC3)O[C@H]1CO2 | -1.7
Cc1ccc(S(=O)(=O)N(C)C[C@@H]2Oc3ccc(NS(=O)(=O)c4c(C)noc4C)cc3CC(=O)N([C@H](C)CO)C[C@H]2C)cc1 | -0.7
COc1ccc(CN(C)C[C@H]2Oc3c(NC(=O)Nc4ccc(OC)cc4)cccc3C(=O)N([C@@H](C)CO)C[C@@H]2C)cc1 | -1.1
C[C@H]1CN([C@@H](C)CO)C(=O)Cc2cc(NC(=O)C3CC3)ccc2O[C@H]1CN(C)C | -2.4
CO[C@@H]1CN(C)C(=O)c2cc(NC(=O)C3CCCC3)ccc2OC[C@@H](C)N(CC2CC2)C[C@@H]1C | 0.2
C[C@@H]1CCCCO[C@@H](CN(C)C(=O)Nc2ccc(F)cc2)[C@H](C)CN([C@H](C)CO)C(=O)c2cc(NC(=O)C3CCCCC3)ccc2O1 | -1.9
CO[C@@H]1CN(C)C(=O)c2cc(NC(=O)C3CCOCC3)ccc2OC[C@H](C)N(CC2CC2)C[C@H]1C | -1.9
COc1ccc(S(=O)(=O)Nc2ccc3c(c2)C(=O)N([C@H](C)CO)C[C@H](C)[C@@H](CN(C)C(=O)Nc2ccc4c(c2)OCO4)OCCCC[C@@H](C)O3)cc1 | -1.9
CCC(=O)N1C[C@H](O)COC[C@@H]2O[C@@H](CC(=O)NCc3ccc(Oc4ccccc4)cc3)CC[C@H]21 | -1.4
COc1ccccc1-c1cnc2c(c1)C(=O)N([C@@H](C)CO)C[C@H](C)[C@H](CN(C)C(=O)c1ccncc1)O2 | 1.8
C[C@H]1CN([C@@H](C)CO)C(=O)c2ccccc2-c2ccccc2CO[C@H]1CN(C)Cc1ccc(O)cc1 | 2.8
COc1ccc(S(=O)(=O)N(C)C[C@H]2Oc3cc(C4=CCCC4)ccc3S(=O)(=O)N([C@@H](C)CO)C[C@H]2C)cc1 | -0.3
CC(C)NC(=O)Nc1ccc2c(c1)C(=O)N([C@@H](C)CO)C[C@@H](C)[C@@H](CN(C)S(=O)(=O)c1cn(C)cn1)O2 | -1.1
COc1ccc(NC(=O)N(C)C[C@@H]2Oc3c(NC(=O)C4CCCCC4)cccc3C(=O)N([C@@H](C)CO)C[C@@H]2C)cc1 | -1.0
CO[C@@H]1CN(C)C(=O)c2ccc(NC(C)=O)cc2OC[C@H](C)N(CCC(F)(F)F)C[C@H]1C | 0.7
C[C@H](CO)N1C[C@H](C)[C@@H](CN(C)Cc2ccc(C(=O)O)cc2)Oc2ccc(NC(=O)C3CCCCC3)cc2C1=O | 4.7
CC(C)NC(=O)N(C)C[C@@H]1OCCCC[C@@H](C)Oc2ccc(NC(=O)Cc3ccccc3)cc2C(=O)N([C@@H](C)CO)C[C@@H]1C | -0.5
C[C@@H]1CN([C@@H](C)CO)S(=O)(=O)c2ccc(C#C[C@@H](C)O)cc2O[C@@H]1CN(C)C(=O)Nc1ccccc1 | 0.2
COc1ccc(S(=O)(=O)Nc2ccc3c(c2)C(=O)N([C@H](C)CO)C[C@H](C)[C@@H](CN(C)CC2CCCCC2)O3)cc1 | 5.0
C[C@H](CO)N1C[C@H](C)[C@H](CN(C)Cc2ccc3c(c2)OCO3)Oc2ccc(NS(=O)(=O)c3ccc(Cl)cc3)cc2CC1=O | -0.6
O=C(NCC[C@@H]1CC[C@H](NC(=O)C2CCCC2)[C@H](CO)O1)Nc1ccc(Cl)cc1 | 6.6
Cn1cnc(S(=O)(=O)N2CC[C@@H]3[C@H](CO)Nc4ccc(C#Cc5ccccc5F)cc4[C@@H]32)c1 | 0.6
C[C@@H]1CN([C@@H](C)CO)C(=O)Cc2cc(NC(=O)Nc3ccc(F)cc3)ccc2O[C@@H]1CN(C)S(=O)(=O)c1ccccc1 | -4.2
O=C(C[C@H]1CC[C@H]2[C@@H](COC[C@@H](O)CN2Cc2cccc(C(F)(F)F)c2)O1)NCc1ccccc1 | 0.4
O=S(=O)(c1ccccc1F)N1CC[C@@H]2[C@H](CO)Nc3ccc(-c4ccccc4)cc3[C@@H]21 | -0.7
Cc1ccc(-c2cnc3c(c2)C(=O)N([C@H](C)CO)C[C@@H](C)[C@H](CN(C)C(=O)c2cccnc2)O3)cc1 | 1.2
CCC(=O)N[C@@H]1CC[C@H](CCn2cc(CN(C)C)nn2)O[C@H]1CO | 1.2
COc1ccc(S(=O)(=O)Nc2ccc3c(c2)C(=O)N([C@H](C)CO)C[C@@H](C)[C@@H](CN(C)C(=O)c2ccncc2)OCCCC[C@H](C)O3)cc1 | -0.8
C[C@H]1CN([C@@H](C)CO)C(=O)c2cc(NS(C)(=O)=O)ccc2O[C@@H]1CN(C)S(=O)(=O)c1ccc(F)cc1 | 0.2

Bioassay records: PubChem BioAssay, Broad Institute
